# High-throughput results as filed in PubChem.
# RXFP1 antag – qHTS Assay for Antagonists of the Relaxin Receptor RXFP1. Relaxin receptor 1 (Homo sapiens), Q9HBX9. HEK293-RXFP1, relaxin-stimulated cAMP HTRF, 30 min; active compounds read low. activity change, negative = inhibition, % at 57.5 µM. hit rate 0.59% among 350,000. AID 1259400, 2018;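 active = activity change of -60% or lower, but not beyond a set lower limit; inconclusive = change between -60% and -40%, or beyond the set limit; inactive = change above -40%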
# Target sequence (Q9HBX9 whole entry, looked up): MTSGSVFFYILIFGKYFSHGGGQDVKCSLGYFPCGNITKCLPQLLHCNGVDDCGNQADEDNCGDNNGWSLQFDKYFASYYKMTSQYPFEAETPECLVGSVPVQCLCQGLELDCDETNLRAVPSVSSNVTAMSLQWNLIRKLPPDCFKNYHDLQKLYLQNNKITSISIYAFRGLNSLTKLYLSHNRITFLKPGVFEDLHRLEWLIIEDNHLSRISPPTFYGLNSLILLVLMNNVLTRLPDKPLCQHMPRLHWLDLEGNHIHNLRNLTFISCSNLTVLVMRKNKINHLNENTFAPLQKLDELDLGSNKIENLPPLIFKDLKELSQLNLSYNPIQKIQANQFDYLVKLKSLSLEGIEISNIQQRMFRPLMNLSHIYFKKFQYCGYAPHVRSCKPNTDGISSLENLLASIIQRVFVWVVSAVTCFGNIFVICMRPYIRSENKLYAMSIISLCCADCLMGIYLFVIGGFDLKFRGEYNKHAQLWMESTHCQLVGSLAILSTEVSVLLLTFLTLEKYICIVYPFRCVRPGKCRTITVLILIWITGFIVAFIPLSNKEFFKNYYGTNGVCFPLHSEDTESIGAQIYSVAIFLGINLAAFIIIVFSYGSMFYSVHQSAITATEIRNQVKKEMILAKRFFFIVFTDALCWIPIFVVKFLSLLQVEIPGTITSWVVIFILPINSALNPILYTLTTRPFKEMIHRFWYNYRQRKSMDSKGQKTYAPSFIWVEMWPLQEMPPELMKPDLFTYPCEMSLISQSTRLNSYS
# Numbers without * were called inactive; ? = inconclusive. % is scaled to controls: 0 for no effect and ±100 for the full control effect.
SMILES,RXFP1 antag
Cc1cccc(NC(=O)COc2cccc3c2CCNC3=O)c1,-1
Cc1ccc(S(=O)(=O)N2CCOCC2)cc1NC(=O)COC(=O)c1cccc(Cl)c1Cl,-5
O=C(CC1CCC1)Nc1cccc2c([N+](=O)[O-])cccc12,-21
COc1ccc(C=NNC(=S)NC23CC4CC(CC(C4)C2)C3)cc1OC,-15
CCOC(=O)c1ccc(NC(=O)C2CC(O)CN2S(=O)(=O)c2ccc(C)cc2)cc1 (configuration not stated),-1
COc1ccc(C(CNC(=O)C(C)Sc2ccccc2)N2CCOCC2)cc1 (configuration not stated),-2
O=S(=O)(NNc1ncc(C(F)(F)F)cc1Cl)c1ccc(F)cc1F,-4
CCN[C@@H]1C[C@H](N)[C@@H](OC2OC(CN)=CCC2N)[C@H](O)[C@H]1O[C@H]1OC[C@](C)(O)[C@H](NC)[C@H]1O (some centres not stated),15
O=C(CSc1nccc2ccccc12)N1CCN(Cc2ccc3c(c2)OCO3)CC1,5
O=C(OCc1cn([C@H]2C[C@H](c3ccccc3)N(C(=O)c3cccs3)C[C@@H]2O)nn1)c1ccccc1,14
COc1ccc(C)cc1NC(=O)C1CCCCN1S(=O)(=O)c1ccccc1 (configuration not stated),7
Clc1ccc(SCc2cc(Cl)nc(-c3ccccc3)n2)cc1,-5
CC(C)CC1C(=O)N(Cc2cn(CC3CCCCC3)nn2)CCS(=O)(=O)N1Cc1ccc(-c2cccc(CO)c2)cc1 (configuration not stated),-8
Cc1ccc(S(=O)(=O)N2CCC(C(=O)NCc3ccccc3CN3CCCC3)CC2)cc1,-2
O=C(N/N=C\c1ccccc1)c1cccc(C(=O)N/N=C\c2ccccc2)n1,1
O=C(COC(=O)CNC(=O)c1ccccc1F)Nc1ccc(Cl)cn1,-18
C[C@@H]1CN([C@@H](C)CO)S(=O)(=O)c2ccc(Br)cc2O[C@@H]1CN(C)C(=O)NC1CCCCC1,8
O=C(c1ccc(CN2CCc3ccccc3C2)cc1)N1CCN(c2ccc(F)cc2)CC1,-17
Cc1cc(Cl)ccc1OC(C)C(=O)OCC(=O)c1ccc[nH]1 (configuration not stated),-6
CC(C)n1ncc2c(C(=O)NCCOc3ccccc3F)cc(C3CC3)nc21,-30
Cc1ccc(NS(=O)(=O)c2cccc(C(=O)Nc3cccnc3)c2)c(C)c1,-3
O=C(c1cccc(S(=O)(=O)N2CCCC2)c1)N1CCN(S(=O)(=O)c2cccc(Cl)c2)CC1,7
CN(c1ccccc1)c1nccc(=O)[nH]1,-2
COc1cc(OC)c(C(=O)c2ccccc2[N+](=O)[O-])c(OC)c1,4
O=C1[C@H]2[C@@H](c3ccccc3)N[C@]3(CCCN(Cc4ccc(F)cc4)C3=O)[C@H]2C(=O)N1Cc1ccccc1,3
CCCc1cc(=O)[nH]c(SCC(=O)NC2CC2)n1,3
COc1ccccc1N1CCN(C2CCCN(C(=O)c3cc(C(C)C)on3)C2)CC1 (configuration not stated),-1
Nc1c(C(=O)OCC(=O)Nc2ccccc2Br)[nH]c(=O)[nH]c1=O,-5
COC(=O)C(C)Sc1nc2c(c(-c3ccc(OC)cc3)c1C#N)-c1ccccc1C2=O (configuration not stated),-18
O=C1CN(C(=O)COC(=O)c2c(F)cccc2Cl)c2ccccc2N1,6
Cc1ccc(C(=O)COC(=O)CN2C(=O)C3CC=CCC3C2=O)cc1C (configuration not stated),3
CCOc1ccc(NS(=O)(=O)c2ccc(NC(=O)c3ccccc3C(=O)O)cc2)cc1,-10
Cn1nc(SCc2ccccc2)c(=O)[nH]c1=O,-7
Cc1ccc(OCCC(=O)OCC(=O)NCCNC(=O)COC(=O)CCOc2ccc(C)cc2)cc1,1
COc1ccc(-n2c(-c3ccc(Cl)cc3)n[nH]c2=S)c(OC)c1,-34
O=C(O)CNC(=O)CNC(=O)CNC(=O)CSC(=O)c1ccccc1,-1
Cc1cn([C@H]2C[C@H](O)[C@@H](CNCc3cnc(N4CCOCC4)s3)O2)c(=O)[nH]c1=O,7
COc1cccc(CNC(=O)COC(=O)c2c(NC(C)=O)sc(C)c2C)c1,0
O=C(NN=Cc1ccc(OC(F)F)cc1)c1ccc(NS(=O)(=O)c2cccs2)cc1,5
COc1ccc(NS(=O)(=O)c2ccc(NC(C)=O)cc2)nn1,10
N#CCC(=O)N1CCN(Cc2ccc3c(c2)OCO3)CC1,4
Cc1noc(C)c1COc1cccc(C(=O)Nc2ccc(Br)cc2F)c1,4
Cn1c(SCC(=O)Nc2ccc(C(=O)O)cc2)nc2scc(-c3ccccc3Cl)c2c1=O,-5
CC(=O)Nc1ccc(C=NNC(=O)C2CC2)cc1,-11
CC(C)CC1C(=O)N(Cc2cn(CCC3OCCCO3)nn2)CCS(=O)(=O)N1Cc1ccc(-c2ccc(Cl)cc2)cc1 (configuration not stated),3
CC1CN(Cc2ccccc2)C(=O)N(c2ccccc2)C1=O (configuration not stated),-8
CCCn1cnc2c(SCc3ccccn3)nc(N)nc21,-23
CN1CCN(c2nc3cc(N4CCOCC4)ccc3s2)CC1,3
COc1ccccc1NCCC(=O)OCC(=O)Nc1ccccc1F,1
Cc1cc(C)c(CC(=O)c2ccccc2)c(C)c1,-14
Cc1ccc(S(=O)(=O)N(C)C)cc1NC(=O)COC(=O)c1cccs1,3
CCOc1ccc(NC(=O)COC(=O)Cn2nc(C)c([N+](=O)[O-])c2C)cc1OCC,-1
CN(C)S(=O)(=O)c1cccc(NC(=O)c2ccc(N3CCCC3=O)cc2)c1,-7
O=C(c1ccc(CS(=O)Cc2ccc(Cl)cc2)o1)N1CCN(C2CCCCC2)CC1 (configuration not stated),-2
COc1ccccc1CNC(=O)C(NC(=O)C1CCCCC1)C(C)C (configuration not stated),-2
COc1cccc(OC)c1C(=O)N1CCN(Cc2c[nH]c3ccccc23)CC1,8
Cc1cn([C@H]2C[C@H](O)[C@@H](CNCc3cccc(OC4CCCC4)c3)O2)c(=O)[nH]c1=O,12
Cc1ccc(Cl)c(NC(=O)CSc2cccc[n+]2[O-])c1Cl,9
C=CCn1c(C)nnc1SCC(=O)Nc1ccc2c(c1)OCCO2,0
C[C@@H]1CN([C@H](C)CO)C(=O)c2cc(Br)cnc2O[C@H]1CN(C)C(=O)Cc1ccncc1,8

# Later entries
SMILES,RXFP1 antag
CCCc1cc(=O)[nH]c(SCC(=O)Nc2ccc(OC)c(S(=O)(=O)N3CCCCC3)c2)n1,1
CCOC(=O)C1CCCN(C(=O)c2cc3ccccc3cc2OC)C1 (configuration not stated),4
Cc1cc(Cl)ccc1C(=O)C1CCCN(C(=O)c2ccsc2)C1 (configuration not stated),-16
O=C(O)c1cc(N2CCCC2)ccn1,-10
CC(=O)c1ccc(S(=O)(=O)N2CCC(C(=O)Nc3ncc(C)s3)CC2)cc1,4
CC(=O)Nc1cc2c(cc1[N+](=O)[O-])-c1ccccc1C2O (configuration not stated),-3
CCOC1(OCC)OC(c2ccccc2)=C(C#N)C(C=Cc2ccccc2)C1(OCC)OCC (configuration not stated),-1
O=C(CCCOC(=O)c1cccnc1Cl)c1ccc(Br)cc1,1
COc1ccc(CCC2(C)OCC(CCCCO)O2)cc1 (configuration not stated),-9
O=C(c1ccc([N+](=O)[O-])cc1Cl)N1CCN(Cc2ccccc2)CC1,-2
CC(NC(=O)c1cc(COc2ccc(-n3cncn3)cc2)on1)c1ccc(F)cc1 (configuration not stated),4
O=C(CSc1nnc(CNC(=O)c2c(F)cccc2F)o1)NCc1ccc2c(c1)OCO2,-2
O=C(COc1ccc(F)cc1Br)NCCCN1CCCC1=O,2
C/C(=N\n1c(C)nc2ccccc2c1=O)c1ccc(N)cc1,6
COc1ccc(S(=O)(=O)N2CCOCC2)cc1NC(=O)CCCOc1ccccc1,-2
O=c1cc(-c2ccccc2)[nH]n1-c1ccccc1,-73*
CCOC(=O)N(C)C[C@H]1OCc2cn(nn2)CCCC(=O)N([C@H](C)CO)C[C@@H]1C,10
CC(=O)OC(C)C1C2=C(C(=O)CC1(C)O)C(=O)c1c(ccc(-c3ccc4c(c3O)C(=O)C3=C(C4=O)C(C(C)OC(C)=O)C(C)(O)CC3=O)c1O)C2=O (configuration not stated),-8
Nc1nc(SCC(=O)Nc2cccc([N+](=O)[O-])c2)n[nH]1,-11
O=C(/C=C/c1ccc(Br)cc1)N1CCN(Cc2ccccc2)CC1,?
CC(=O)Nc1c(Cl)cc2c(c1Cl)Cc1ccccc1-2,-8
C[C@H](CO)N1C[C@H](C)[C@@H](CN(C)C(=O)Nc2ccccc2)Oc2ncc(-c3ccc(C#N)cc3)cc2C1=O,10
COc1ccc(/C=C2\SC(=S)N(CCC(=O)N3CCOCC3)C2=O)cc1OC,0
CCOC(=O)N1CCC(NC(=O)C2CCC(Cn3c(=O)[nH]c4ccccc4c3=O)CC2)CC1 (configuration not stated),0
O=C(CSc1nnc(-c2c[nH]c3ccccc23)n1C1CC1)NC1CCS(=O)(=O)C1 (configuration not stated),-5
Cn1cccc1C1CCCN1CC(=O)Nc1ccc(F)c(F)c1F (configuration not stated),-5
O=[N+]([O-])c1cc(Br)c2c(c1)CCN2,6
CN(Cc1ccccn1)C(=O)c1cc(COc2ccc(F)cc2Cl)on1,4
C[C@@H]1CCCCO[C@H](CN(C)C(=O)Cc2ccccc2)[C@H](C)CN([C@@H](C)CO)C(=O)c2cc(NC(=O)Nc3ccc(F)cc3)ccc2O1,7
CNc1ccccc1C(=O)OCC(=O)N1CCc2ccccc2C1,6
CC(C)c1ccc(S(=O)(=O)N2CCN(C(=O)C3=COCCO3)CC2)cc1,0
CN1C(=O)CC(N2CCN(c3ccccc3)CC2)C1=O (configuration not stated),4
N#Cc1ccc(C(=O)Nc2cc(S(=O)(=O)N3CCOCC3)ccc2N2CCOCC2)cc1,-3
Nc1ccn([C@@H]2O[C@H](CNCC3=CCOc4ccc(O)cc43)[C@@H](O)[C@H]2O)c(=O)n1,8
O=[N+]([O-])c1cccc(C=NN2CCCCCC2)c1,-19
c1ccc(CSc2ncnc3c2ncn3C2CCCCO2)cc1 (configuration not stated),-15
Cc1noc(C)c1CSCC(=O)OCC(=O)Nc1ccc(OC(F)(F)F)cc1,-4
Cc1ccc(S(=O)(=O)N2CC3(O)CN(C(=O)OC(C)C)N(C(=O)OC(C)C)CC3(OC(=O)NCc3ccccc3F)C2)cc1 (configuration not stated),-7
O=C(O)c1ccc(Cn2cnc3c(=O)[nH]cnc32)cc1,-3
CN(C)CCCNC(=O)C(=O)NCC1OCCN1S(=O)(=O)c1cc(F)ccc1F (configuration not stated),0

# Some of the entries so far, bar-delimited:
SMILES | RXFP1 antag
C[C@H](CO)N1C[C@H](C)[C@@H](CN(C)C(=O)Nc2ccccc2)Oc2ncc(-c3ccc(C#N)cc3)cc2C1=O | 10
COc1ccc(/C=C2\SC(=S)N(CCC(=O)N3CCOCC3)C2=O)cc1OC | 0
CCOC(=O)N1CCC(NC(=O)C2CCC(Cn3c(=O)[nH]c4ccccc4c3=O)CC2)CC1 (configuration not stated) | 0
O=C(CSc1nnc(-c2c[nH]c3ccccc23)n1C1CC1)NC1CCS(=O)(=O)C1 (configuration not stated) | -5
Cn1cccc1C1CCCN1CC(=O)Nc1ccc(F)c(F)c1F (configuration not stated) | -5
O=[N+]([O-])c1cc(Br)c2c(c1)CCN2 | 6
CN(Cc1ccccn1)C(=O)c1cc(COc2ccc(F)cc2Cl)on1 | 4
C[C@@H]1CCCCO[C@H](CN(C)C(=O)Cc2ccccc2)[C@H](C)CN([C@@H](C)CO)C(=O)c2cc(NC(=O)Nc3ccc(F)cc3)ccc2O1 | 7
CNc1ccccc1C(=O)OCC(=O)N1CCc2ccccc2C1 | 6
CC(C)c1ccc(S(=O)(=O)N2CCN(C(=O)C3=COCCO3)CC2)cc1 | 0
CN1C(=O)CC(N2CCN(c3ccccc3)CC2)C1=O (configuration not stated) | 4
N#Cc1ccc(C(=O)Nc2cc(S(=O)(=O)N3CCOCC3)ccc2N2CCOCC2)cc1 | -3
Nc1ccn([C@@H]2O[C@H](CNCC3=CCOc4ccc(O)cc43)[C@@H](O)[C@H]2O)c(=O)n1 | 8
O=[N+]([O-])c1cccc(C=NN2CCCCCC2)c1 | -19
c1ccc(CSc2ncnc3c2ncn3C2CCCCO2)cc1 (configuration not stated) | -15
Cc1noc(C)c1CSCC(=O)OCC(=O)Nc1ccc(OC(F)(F)F)cc1 | -4
Cc1ccc(S(=O)(=O)N2CC3(O)CN(C(=O)OC(C)C)N(C(=O)OC(C)C)CC3(OC(=O)NCc3ccccc3F)C2)cc1 (configuration not stated) | -7
O=C(O)c1ccc(Cn2cnc3c(=O)[nH]cnc32)cc1 | -3
CN(C)CCCNC(=O)C(=O)NCC1OCCN1S(=O)(=O)c1cc(F)ccc1F (configuration not stated) | 0

# Other structures
SMILES,RXFP1 antag
O=C1CC(c2ccccc2)=NO1,7
CC1=C(C(=O)N(C)C)CC(CC(=O)NCCCCc2ccccc2)C(=O)N1CCCN1CCCC1=O (configuration not stated),2
NC(=O)C1CCN(C(=O)C2CCC(=O)N(Cc3ccc(Cl)cc3)C2)CC1 (configuration not stated),-9
COc1ccc(-c2ccc(CN3C(C(C)C)C(=O)N(Cc4cn(CCC5OCCO5)nn4)CCS3(=O)=O)cc2)cc1 (configuration not stated),-15
Oc1[nH]c2ccccc2c1N=Nc1c(F)c(F)c(F)c(F)c1F,4
O=[N+]([O-])CC(c1ccccc1)c1c[nH]c2ccccc12 (configuration not stated),-6
COc1cc(C(=O)NCC(=O)Nc2c(C)cccc2C)ccc1OCC(=O)N1CCOCC1,0
CC(=O)Nc1ccc(C(=O)OCC(=O)Nc2ccc(S(=O)(=O)N3CCOCC3)cc2)cc1,-3
O=S(=O)(Nc1nccs1)c1ccc(NS(=O)(=O)c2c(F)cc(F)c(Cl)c2F)cc1,-13
CCCCn1cnc2c(SCc3ccc(Cl)cc3)nc(N)nc21,-3
CC(C)Oc1ccccc1/C=N/n1nnnc1N,-10
COc1ccc(Br)cc1S(=O)(=O)NCCc1cccs1,2

# An excerpt. The share of hits here may be higher or lower than overall.
